# MITF TRPM1 inh = reduces MITF-dependent TRPM1 promoter luciferase signal | 330,000 compounds, 0.83% hits | AID 488899 | SK-MEL-5 TRPM1 promoter luciferase, 24 h | inhibition, % at 12.5 µM;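 active = mean inhibition across replicates of 60% or more, whatever share of single replicates reaches that level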; also: values of inactives mirror those of a sister screen read the other way
# hiPSC survival = increases survival of single human iPS cells. hiPSC single-cell survival, ATPlite luminescence; 100% = ROCK inhibitor wells, 0% = DMSO. 360,000 compounds, 0.044% hits. survival enhancement, % at 20 µM. AID 602274; in the data active = survival enhancement above about 18%;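 also: cells exposed to compounds for 16 hours before the ATP read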
# HIF-2a inh = HIF-2a inhibition; 786-0 RCC cells HIF-2a reporter, luciferase luminescence, overnight; inhibition, % at 18.8 µM; 360,000 compounds, 0.72% hits; AID 624352;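 active = inhibition of the luminescence signal of 40% or more relative to plate controls, in a single-dose primary screen at 18.75 µM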
# CF NFkB block = inhibitors of cystic fibrosis induced NF-kB; KKLEB NF-kB-GFP reporter, PAF-induced, GFP fluorescence overnight; inhibition, % at 5 µM; AID 588850; 360,000 compounds, 0.86% hits;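 active = at least 50% inhibition at 5 µM, scaled per plate between neutral and stimulator controls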;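 also: PAF is a Pseudomonas aeruginosa culture filtrate used as stimulus; plate controls were PAF-stimulated DMSO wells for no effect and unstimulated DMSO wells for full effect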
# Peg3 prom inh = Peg3 promoter activity inhibition; HeLa PEG-Prom luciferase reporter, luminescence, overnight; inhibition, % at 20 µM; 360,000 compounds, 1.7% hits; AID 588405;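 active = inhibition of at least 50% at 20 µM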
# KKLEB tox = counter-screen for CF NF-kB inhibitors: cytotoxicity. activity change (cytotoxicity), % at 5 µM. 360,000 compounds, 0.36% hits. KKLEB CF airway cells viability, ATPlite luminescence, overnight; hits give low values; cells stimulated with P. aeruginosa culture filtrate;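 active = corrected activity change at or below -50% at 5 µM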
# NR2E3 ag-1 = human photoreceptor-specific nuclear receptor agonism | Q9Y5X4 | CHO-S Gal4-NCOR/VP16-NR2E3 two-hybrid, luciferase | inhibition of corepressor binding, % at 3.98 µM | 360,000 compounds, 0.35% hits | AID 602229;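 active = inhibition above the mean of all tested compounds plus 3 SD, cut at about 70% in these data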;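 also: 0% = DMSO with NR2E3 transfected cells and 100% = cells lacking NR2E3 construct; higher means lower luciferase signal from less NR2E3 corepressor binding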
# Target sequence (Q9Y5X4 whole entry, looked up, the tested form may be a part): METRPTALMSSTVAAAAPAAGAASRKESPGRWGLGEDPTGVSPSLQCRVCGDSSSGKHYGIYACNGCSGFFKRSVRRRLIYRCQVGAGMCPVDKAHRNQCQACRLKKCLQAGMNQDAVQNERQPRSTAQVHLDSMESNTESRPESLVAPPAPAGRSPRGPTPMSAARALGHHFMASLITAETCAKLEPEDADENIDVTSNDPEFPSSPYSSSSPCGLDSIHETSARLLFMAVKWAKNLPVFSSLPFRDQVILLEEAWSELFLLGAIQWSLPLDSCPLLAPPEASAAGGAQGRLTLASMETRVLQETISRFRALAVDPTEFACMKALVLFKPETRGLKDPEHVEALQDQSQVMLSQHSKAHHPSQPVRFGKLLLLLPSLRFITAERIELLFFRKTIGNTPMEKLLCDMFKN
# NR2E3 ag-2 = NR2E3 (human) agonism. 320,000 compounds, 0.12% hits. AID 2300. Q9Y5X4. GST-NR2E3/biotin-RetCOR TR-FRET, 1536-well. inhibition of corepressor binding, % at 4.78 µM;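 active = percent inhibition above the cutoff of mean plus 3 SD of all tested compounds, set per screening campaign, cut at about 20% in these data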;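 also: 0% = DMSO wells and 100% = biotin wells as full block of FRET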
#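 Test system – NR2E3–RetCOR corepressor complex · Quantity – NR2E3 fusion 1.35 nM · Buffer or medium – Tris pH 7.5 · Incubation – Compound–protein incubation for 5 h at 4 °C · Technique – TR-FRET, Eu(K)-anti-GST donor, streptavidin-D2 acceptor, ex 340, em 617/671 nm · Evaluation – percent inhibition of 671/617 nm emission ratio versus biotin and DMSO controls · Plate – 1536-well format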
# LMP1 NFkB inh = Epstein-Barr LMP1 NF-kappaB reporter inhibition; AID 504558; 350,000 compounds, 0.69% hits; LMP1-induced NF-kappaB luciferase reporter cells, luminescence; inhibition, % at 12.5 µM; in the data active = inhibition above about 41%;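 also: 0% = neutral control wells and 100% = reference inhibitor control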
# Shn3 inh set2 = inhibitors of Schnurri-3 3'UTR reporter in osteoblasts | Clone20 osteoblast Shn3 3'UTR firefly luciferase, 24 h | inhibition, % at 12.5 µM | 360,000 compounds, 0.52% hits;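 active = mean inhibition of at least 75% with every replicate also reaching 75%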;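 also: 0% = median of neutral control wells and 100% = pilot-screen positive control compound; some compounds past the cut are filed as inactive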
# C8 TRAIL sens = sensitizes caspase-8 expressing cells to TRAIL. inhibition (viability loss, TRAIL sensitization), % at 10 µM. NB7+C8 cells + TRAIL, ATPlite viability luminescence. 360,000 compounds, 1% hits;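 active = compounds causing at least 50% loss of cell viability in the single-dose screen, relative to plate controls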
# * marks the source's active call; other numbers are inactive results; x = not tested or not shown.
SMILES,MITF TRPM1 inh,hiPSC survival,HIF-2a inh,CF NFkB block,Peg3 prom inh,KKLEB tox,NR2E3 ag-1,NR2E3 ag-2,LMP1 NFkB inh,Shn3 inh set2,C8 TRAIL sens
Cc1cccc(N(CC(=O)N2CCCC2)S(=O)(=O)c2ccccc2)c1,-6,-0.4,14,17,10,4,25,-4,-4,-2,-6
O=[N+]([O-])c1ccccc1S(=O)(=O)n1nnc2ccccc21,-6,3.6,10,0,-9,12,-5,-2,-9,-27,-4
O=C(COc1ccc(S(=O)(=O)NC2CCCCC2)cc1)NCCC1=CCCCC1,6,0.8,23,5,33,-8,10,-2,4,6,6
COc1ccc(N(CC(=O)N2CCN(c3ccccc3)CC2)S(=O)(=O)c2ccc(C)cc2)cc1,6,0.8,15,1,3,-3,-38,6,-4,-57,-9
CC12CCC(=O)N1C(C(=O)Nc1cccc(S(=O)(=O)N3CCCCCC3)c1)CS2 (configuration not stated),-3,-0.3,-1,-40,12,0,12,-1,2,3,4
O=C(NCc1ccccc1)c1ccc(CS(=O)(=O)c2ccc(Br)cc2)o1,1,0.7,5,-4,18,-6,20,2,-9,-1,10
COCCN(C(=O)COC(=O)c1cccs1)c1c(N)n(Cc2ccccc2)c(=O)[nH]c1=O,1,0.1,14,-17,21,17,3,2,-4,-63,-5
COC(C(=O)Nc1ccnn1C1CCN(Cc2ccc(CO)o2)CC1)c1ccccc1 (configuration not stated),2,-0.5,3,16,10,6,-17,0,1,-6,-18
Clc1ccc(/C=N/Nc2ncnc3nc[nH]c23)cc1,-184,-0.1,-237,-3,-217,-8,-108,2,-14,-42,16
O=C(O)c1nc(N2CCCCC2)ncc1Cl,-4,-0.8,18,-5,8,7,-2,2,4,-3,-2
Clc1ccc(CNc2ccc(CNc3ncn[nH]3)cc2)cc1,-9,-3.1,-103,-17,-59,10,-18,3,2,-23,3
COc1ccc(NC(=O)N(C)C[C@H]2Oc3ccc(NS(=O)(=O)c4c(C)noc4C)cc3C(=O)N([C@H](C)CO)C[C@@H]2C)cc1,7,5.4,7,11,-8,-12,12,x,-3,-20,-5
COc1ccc(C(=O)Cn2c(C)nc([N+](=O)[O-])c2Br)cc1,5,-0.8,21,33,26,-12,-5,-4,-10,-19,20
O=C1c2ccccc2C(=O)N1Cc1ccccc1F,2,-0.1,4,-4,10,-8,-18,2,2,-15,-4
C#CCOCCOCCOCCNc1nc(N2CCN(C(=O)[C@H](CCCCN)n3cc([C@@H](N)CC(C)C)nn3)CC2)nc(N2CCN(C(=O)[C@H](CCCCN)n3cc([C@@H](N)CC(C)C)nn3)CC2)n1,-2,0.5,8,20,-17,10,-1,5,2,0,-12
CCC(Oc1ccccc1)C(=O)N1CC(C)CC(C)C1 (configuration not stated),-1,-1.5,12,18,4,-15,-21,0,-3,3,9
CCOC(=O)C1(Cc2cccc(Cl)c2)CCCN(C(=O)c2cccnc2)C1 (configuration not stated),-2,2.8,26,13,9,1,-34,2,2,6,8
CCC(=O)Nc1ccc(S(=O)(=O)Nc2ccc(Cl)nn2)cc1,5,2.8,15,0,10,7,-18,-2,4,4,-8
COc1ccc(-c2ccc([C@H]3[C@@H]4C=CCC[C@@]4(C)C(=O)N3Cc3ccccc3)c(F)c2)cc1OC,23,3.2,28,53*,10,-15,-5,-1,7,37,6
CC1(C(=O)Nc2ccc3c(c2)OCCO3)CCC(=O)N1C1CCN(Cc2ccccc2)CC1 (configuration not stated),x,0.3,1,4,-5,3,-11,x,x,-5,-10
CC1=C(C(=O)N(C)C)CC(CC(=O)NC2CC2)C(=O)N1CCC1=CCCCC1 (configuration not stated),x,1.0,2,-10,-16,0,11,x,-13,-8,4
Cc1ccc(C(=O)CN2C(=O)C(=O)N(Cc3ccccc3)C2=O)cc1,1,-0.6,-14,11,-14,4,-11,-1,0,5,2
COc1cc(-n2c(C)nc3cc(C(=O)NCc4ccco4)ccc32)cc(OC)c1OC,-3,12,0,-19,-6,2,10,-2,4,-4,9
CCCCCCC1CC(CSc2ncn[nH]2)OC1=O (configuration not stated),-5,8.7,5,-4,-10,6,6,-1,-11,5,4
Cc1nc(SCC(=O)N2CCOCC2)c2c(=O)n(C)c(=O)n(C)c2n1,3,-0.1,12,9,3,-5,1,2,-4,1,-11
Cc1ccccc1NP(=O)(c1ccccc1)c1nc2ccccc2s1 (configuration not stated),-6,-1.5,-10,-13,7,0,-2,1,-2,-9,3
Cc1cccc(N2C(=O)CC(Sc3ncn[nH]3)C2=O)c1 (configuration not stated),6,6.0,10,24,27,4,-8,5,1,-9,-1
C=CCNC(=O)c1onc(CSc2nc3ccccc3[nH]2)c1C(=O)NCC=C,-7,-0.4,19,-17,3,4,-16,-2,4,8,-10
CCOc1ccc(CN2C(=O)CCC2(C)C(=O)NCc2cccnc2)cc1 (configuration not stated),3,0.4,11,1,16,2,-10,2,-1,0,-13
O=C(O)c1cccc(S(=O)(=O)Nc2ccc(Oc3ccccc3)cc2)c1,-2,0.3,36,2,3,5,13,x,2,-10,-21

# Some entries already given with just Shn3 inh set2 and MITF TRPM1 inh.
smiles | Shn3 inh set2 | MITF TRPM1 inh
Cc1nc(SCC(=O)N2CCOCC2)c2c(=O)n(C)c(=O)n(C)c2n1 | 1 | 3
Cc1ccccc1NP(=O)(c1ccccc1)c1nc2ccccc2s1 (configuration not stated) | -9 | -6

# New compounds follow
SMILES,MITF TRPM1 inh,hiPSC survival,HIF-2a inh,CF NFkB block,Peg3 prom inh,KKLEB tox,NR2E3 ag-1,NR2E3 ag-2,LMP1 NFkB inh,Shn3 inh set2,C8 TRAIL sens
C=CCNc1ncnc2c1ncn2[C@H]1CN(CCN2CCOCC2)C[C@@H](CO)O1,x,4.9,8,-16,-1,-3,-5,x,x,-29,17
CC(C)c1ccc(CNC(=O)CCc2ccccc2)cc1,-2,2.0,-18,0,-9,3,2,5,-32,-3,5
CCN1CCN(S(=O)(=O)c2ccc(C)c([N+](=O)[O-])c2)CC1,6,1.6,2,2,17,-9,-24,0,2,4,3
CCCCCN(C(=O)CCC(=O)OCCOc1cccc(C)c1)c1c(N)n(CCCC)c(=O)[nH]c1=O,4,0.4,-2,-13,5,0,7,-2,-1,-12,-11
CCOC(=O)c1c(-c2ccc(C)o2)csc1NC(=O)CN1CCN(CC)CC1,-15,-2.2,-1,0,4,-8,14,0,-8,35,0
COc1ccccc1C(=O)N1CCN=C1SC,14,-2.5,-3,12,13,-5,-34,-1,-5,0,12
O=C(Nc1ccccc1)OCCc1ccccn1,-51,-0.6,-245,3,-260,4,-147,x,-21,-45,10
CCCCN(C(=O)COC(=O)COc1c(C)cc(C)cc1C)c1c(N)n(CCC)c(=O)[nH]c1=O,5,-0.5,3,-45,-12,15,-10,-3,0,-13,-17
Cc1cccc(NC(=O)CCC2CCN(C(=O)C3CC=CCC3)CC2)c1 (configuration not stated),-1,0.1,5,-15,8,6,-21,3,-2,1,-28
CC1Cn2c(nnc2-c2cccc(Cl)c2)S1 (configuration not stated),-11,-1.8,7,-7,10,-16,3,0,3,-11,3
CSc1nsc(SCC(=O)N2CCCc3ccccc32)n1,1,4.5,-10,2,1,8,8,-1,-5,11,-12
COC(=O)c1c(C)noc1-c1cc(C)on1,-6,4.0,3,2,6,14,-6,0,-1,-9,-8
COc1cc(S(=O)(=O)N2CCN=C2c2ccccc2)ccc1Cl,5,-0.3,15,7,34,0,-1,-1,-1,-12,-3
CCCOc1cccc(C(=O)NC(=S)Nc2ccccc2)c1,-61,0.7,-266,0,-284,11,-126,0,-24,-108,-1
CCCNC(=O)C1(CC2CC(c3ccccc3)=NO2)CCN(C(=O)OC(C)(C)C)CC1 (configuration not stated),-9,-2.9,-30,-2,-18,10,9,1,18,-1,13
CCOC(=O)C1=C(N)OC2=C(C(=O)CC(C)(C)C2)C1c1ccc(CC)s1 (configuration not stated),-13,-1.0,-11,-8,-28,6,-25,3,-5,-18,-7
Cn1c(=O)c2cc(NC(=O)NCCc3ccccc3)ccc2n1Cc1cccc(C(F)(F)F)c1,x,-0.7,-50,-20,-47,-3,13,x,x,30,17
CCOc1ccccc1C(=O)Nc1cccc2cccnc12,-15,-0.6,-106,-21,-37,9,-28,1,-6,-32,8
CCOC(=O)c1cc2n(c1N)-c1ccccc1C2=O,-4,-1.5,-49,-1,-79,4,-17,-4,-15,-22,-20
CN(CC(=O)Nc1ccccc1Cl)C(=O)c1cccc(S(=O)(=O)N2CCN(Cc3ccccc3)CC2)c1,9,-0.1,9,1,-18,-3,102*,1,23,83,22
Cc1ccc(S(=O)(=O)N[C@@H](CC(C)C)C(=O)N2CCC(C(=O)N[C@H](C(=O)O)C(C)C)CC2)cc1,-9,-2.2,10,-20,-11,9,-35,3,2,-3,0
CCC(Sc1nc2ccsc2c(=O)n1Cc1ccc(C(=O)O)cc1)C(=O)Nc1ccc(Cl)cc1 (configuration not stated),x,0.6,25,-30,14,9,-39,x,3,-9,5

# Molecules above that contain an aryl methoxy group:
SMILES,MITF TRPM1 inh,hiPSC survival,HIF-2a inh,CF NFkB block,Peg3 prom inh,KKLEB tox,NR2E3 ag-1,NR2E3 ag-2,LMP1 NFkB inh,Shn3 inh set2,C8 TRAIL sens
COc1ccc(N(CC(=O)N2CCN(c3ccccc3)CC2)S(=O)(=O)c2ccc(C)cc2)cc1,6,0.8,15,1,3,-3,-38,6,-4,-57,-9
COc1ccc(NC(=O)N(C)C[C@H]2Oc3ccc(NS(=O)(=O)c4c(C)noc4C)cc3C(=O)N([C@H](C)CO)C[C@@H]2C)cc1,7,5.4,7,11,-8,-12,12,x,-3,-20,-5
COc1ccc(C(=O)Cn2c(C)nc([N+](=O)[O-])c2Br)cc1,5,-0.8,21,33,26,-12,-5,-4,-10,-19,20
COc1ccc(-c2ccc([C@H]3[C@@H]4C=CCC[C@@]4(C)C(=O)N3Cc3ccccc3)c(F)c2)cc1OC,23,3.2,28,53*,10,-15,-5,-1,7,37,6
COc1cc(-n2c(C)nc3cc(C(=O)NCc4ccco4)ccc32)cc(OC)c1OC,-3,12,0,-19,-6,2,10,-2,4,-4,9
COc1ccccc1C(=O)N1CCN=C1SC,14,-2.5,-3,12,13,-5,-34,-1,-5,0,12
COc1cc(S(=O)(=O)N2CCN=C2c2ccccc2)ccc1Cl,5,-0.3,15,7,34,0,-1,-1,-1,-12,-3

# High-throughput results (PubChem)

# This is a subset; rates above refer to the full screens.
